Screens as filed in PubChem.
Vif imaging – HIV Vif self-association inhibitors, primary screen, imaging, HEK293T, single point | inhibition, % at 7.49 µM | HEK293T cells, Vif self-association by quenched fluorescence, 24 h | 340,000 tested, 0.35% active; in the data active = inhibition above about 50%, passing the limit was not always enough; also: some results filed as inactive read as strong as hits
aDG glyco act – activators of alpha-DG glycosylation, primary screen, uHTS, Pro5-aDG cells, AlphaScreen; alpha-DG glycosylation AlphaScreen (IIH6); 0% Pro5, 100% B10-LARGE cell signal; activation, % at 10 µM; 360,000 tested, 0.22% active;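 active = activation of at least 8% versus controls, or a plate z-score of at least 8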;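 also: Pro5 are CHO cells carrying HIG-tagged alpha-DG that lacks glycosylation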
CaV13 FRET inh – Primary screen for inhibitors of IQ motif and Ca2+-dependent inactivation inhibitor domain binding in CACNA1D, Förster resonance energy transfer in living cells, …; HEK cells, CFP/YFP FRET ICDI-IQ, plate reader, 10 min; percent FRET-ratio fall versus neutral wells; 340,000 tested, 0.098% active; inhibition, % at 12.3 µM;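 active = mean replicate inhibition of at least 30% and at least 1% of replicates passing that level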;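 also: 0% = median of the neutral control wells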
HTR2A ag – mouse Htr2a agonists via beta-arrestin recruitment, primary screen, cell-based, luminescence | AID 624169, 2012 | activation, % at 7.6 µM | 360,000 tested, 0.66% active | 5-hydroxytryptamine receptor 2A (Mus musculus), P35363 | CHO-K1 mHTR2A beta-arrestin complementation; percent of 30 µM serotonin response;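 active = activation above a run cutoff, the mean activation of all tested compounds plus 3 SD, cut at about 14% in these data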;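 also: 0% = plate median of compound wells and 100% = 30 µM serotonin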
N-glyco inh – increase of ERlucT glycosylation luciferase signal, primary screen, N-linked glycosylation inhibitor project, D54 ERlucT cells, luminescence, set 2; 360,000 tested, 0.23% active; D54 ERlucT glycosylation luciferase reporter, 24 h; percent of 100 nM tunicamycin response; reporter increase, % at 12.5 µM;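 active = mean luciferase reporter signal, scaled so untreated is 0 and the glycosylation-blocking control 100, at or above a set limit in every replicate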;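 also: luciferase carries N-glycosylation sites so blocking glycosylation raises the light; 0% = median of neutral control wells and 100% = median of 100 nM tunicamycin wells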
PDI inh – inhibitors of human PDI, primary screen, biochemical, turbidity, single point, plate reader; PDI insulin aggregation turbidity, A650, 90 min; inhibition, % at 10 µM; 350,000 tested, 0.052% active;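 active = mean inhibition across replicates of 30% or more, whatever share of single replicates reach that level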;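 also: absorbance from insulin aggregation driven by PDI reduction with DTT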
ABCB6 inh MLPCN – ABCB6 transporter inhibitors, primary screen, K562-ABCB6 cells, flow cytometry, MLPCN library. K562-ABCB6 porphyrin accumulation, 1 h; hits give low values. fluorescence ratio to DMSO, % at 10 µM. 360,000 tested, 0.19% active. AID 602162, 2011;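 active = fluorescence ratio to DMSO below 75%, the collection mean minus 3 SD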;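 also: signal is porphyrin accumulated inside mitochondria; 100% equals median channel fluorescence of DMSO control wells; lower ratio means ABCB6 inhibition with less porphyrin fluorescence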
Target sequence (Q9NP58 whole entry, looked up): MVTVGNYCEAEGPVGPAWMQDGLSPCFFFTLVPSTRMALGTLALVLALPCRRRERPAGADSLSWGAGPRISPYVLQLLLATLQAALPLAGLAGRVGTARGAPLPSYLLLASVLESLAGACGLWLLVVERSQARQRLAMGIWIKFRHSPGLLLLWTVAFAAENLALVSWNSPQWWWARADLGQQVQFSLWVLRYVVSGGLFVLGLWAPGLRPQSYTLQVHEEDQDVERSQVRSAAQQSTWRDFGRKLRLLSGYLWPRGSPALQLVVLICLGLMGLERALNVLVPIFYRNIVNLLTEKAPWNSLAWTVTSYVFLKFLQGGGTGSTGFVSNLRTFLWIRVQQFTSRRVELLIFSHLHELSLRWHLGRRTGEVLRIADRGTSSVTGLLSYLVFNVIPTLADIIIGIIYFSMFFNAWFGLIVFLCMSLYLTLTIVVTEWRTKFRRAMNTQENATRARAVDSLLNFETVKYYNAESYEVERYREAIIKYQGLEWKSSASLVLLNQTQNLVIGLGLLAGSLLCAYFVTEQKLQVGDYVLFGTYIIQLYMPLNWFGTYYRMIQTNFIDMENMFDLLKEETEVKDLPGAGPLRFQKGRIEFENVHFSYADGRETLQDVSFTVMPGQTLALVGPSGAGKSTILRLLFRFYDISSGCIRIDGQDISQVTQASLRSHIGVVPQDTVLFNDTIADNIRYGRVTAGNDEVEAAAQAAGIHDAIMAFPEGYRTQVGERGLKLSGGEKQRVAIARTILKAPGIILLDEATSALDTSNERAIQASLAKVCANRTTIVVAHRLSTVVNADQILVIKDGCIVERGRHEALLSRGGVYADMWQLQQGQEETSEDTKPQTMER
The depositor's hits bear a star; . = not tested or not shown. Only part of the results is shown. The share of hits here may be higher or lower than overall.

PDI inh | HTR2A ag | Vif imaging | N-glyco inh | CaV13 FRET inh | aDG glyco act | ABCB6 inh MLPCN | Molecule
. | . | . | . | -2 | . | . | CC12C(=O)N(c3ccc(C(=O)N4CCOCC4)cc3)C(=O)C1C1c3ccccc3C2c2ccccc21 (stereo unspecified)
. | . | . | . | -5 | . | . | C/C(=N/O)c1ccc(N2C(=O)C3C4C=CC(C3C2=O)C2C3C(=O)N(c5ccc(/C(C)=N/O)cc5)C(=O)C3C42)cc1 (stereo unspecified)
. | . | . | . | 13 | . | . | CCCCCCCCCCC(=O)Nc1cccnc1
. | . | . | . | -4 | . | . | Cc1ccccc1-c1cccc2[nH]c3c(c12)CCN1C(=O)[C@H]2[C@H](C)ON(C)[C@H]2C[C@@H]31
. | . | . | . | -6 | . | . | COC(=O)C1=C(C)N(Cc2ccc(C(F)(F)F)cc2)C(=NCc2ccc(OC)cc2)NC1c1cccc(Cl)c1 (stereo unspecified)
. | . | . | . | -5 | . | . | COC(=O)C1=C(C)N(Cc2cccnc2)C(=O)/C1=C\c1cccs1
. | . | . | . | -5 | . | . | C=CCN=C1NC(CCc2ccccc2)C(C(=O)OC)=C(C)N1C (stereo unspecified)
. | . | . | . | -6 | . | . | C[C@@H]1CN([C@@H](C)CO)C(=O)CCCn2cc(nn2)CO[C@H]1CN(C)C(=O)Cc1ccccc1
. | . | . | . | -5 | . | . | CCC1=C(OC(=O)N(CC)CC)N2C(=O)OC(=NCC3CC3)[C@]2(Cc2ccccc2)[C@H]2C1=CC[C@H]1C(=O)N(CC(=O)OC)C(=O)[C@H]12
. | . | . | . | -3 | . | . | Cc1cc(Nc2cccc(Br)c2)cc(=O)n1-c1cccc(Br)c1
. | . | . | . | -6 | . | . | Oc1ccccc1C=NC(N=Cc1ccccc1O)c1ccccc1O (stereo unspecified)
. | . | . | . | -5 | . | . | NC(=O)CC(NC(=O)c1cccc(Br)c1)c1ccc(NCCN2CCOCC2)c([N+](=O)[O-])c1 (stereo unspecified)
. | . | . | . | -4 | . | . | CC(c1ccc(Cl)cc1)N(CCN(C)C)c1ccccn1 (stereo unspecified)
. | . | . | . | -8 | . | . | CC1=CC2C3C(=O)N(c4ccccc4)C(=O)C3C1C(=O)C2(O)C(C)C (stereo unspecified)
. | . | . | . | -8 | . | . | COc1ccc(-c2ccc3c(n2)CCCN3S(=O)(=O)c2ccc(C#N)cc2)cc1
. | . | . | . | -8 | . | . | COC(=O)[C@]12C[C@H](CC(=O)NCc3ccc(OC)c(OC)c3)C(=O)N(Cc3ccc4c(c3)OCO4)C1=C[C@H](C(C)(C)C)O[C@@H]2C
. | . | . | . | -4 | . | . | O=C(CCCc1ccccc1)NCc1ccccc1
. | . | . | . | -10 | . | . | O=C1[C@H](c2ccccc2)[C@@H](c2ccncc2)N1c1ccncc1
. | . | . | . | -7 | . | . | COC(=O)c1cc2c(c3c4cc(OC)ccc4n(S(=O)(=O)c4ccc(OC)cc4)c13)C(=O)N(Cc1ccccc1)C2
. | . | . | . | -7 | . | . | COC(=O)[C@@]1(Cc2ccc(F)cc2)[C@H]2c3cc(C(=O)N(C)C)n(Cc4ccc(OC(F)(F)F)cc4)c3C[C@H]2CN1C(=O)c1ccccc1
. | . | . | . | -5 | . | . | O=C(O)[C@@H]1C[C@@H](O)CN1
. | . | . | . | -4 | . | . | CCCCCCCCCCCCN1CCSCCS1(=O)=O
. | . | . | . | -9 | . | . | COC(=O)c1cc2c(c3c4ccccc4n(S(=O)(=O)c4ccccc4)c13)C(=O)N(C)C2
. | . | . | . | -9 | . | . | CCN(CC)CCNC(=O)c1ccc(NCN2C(=O)NC(c3ccccc3)(c3ccccc3)C2=O)cc1
. | . | . | . | -8 | . | . | CC(C)(C)OC(=O)N[C@H]1C=C[C@@H](CC(=O)OCC(F)(F)F)C1
. | . | . | . | -10 | . | . | CC(C)[C@H](NC(=O)CC1CCCC1)C(=O)N1CCC[C@H]1C(=O)NCCc1ccccc1Cl
. | . | . | . | -5 | . | . | COC(=O)c1cc2c(c3c4cc(F)ccc4n(S(=O)(=O)c4ccc(OC)cc4)c13)C(=O)N(C)C2
. | . | . | . | -5 | . | . | COc1ccc(C#Cc2c(-c3ccccc3OC)oc3ccccc23)cc1
. | . | . | . | -10 | . | . | COC(=O)[C@]12C[C@H](CC(=O)N3CCOCC3)C(=O)N(Cc3ccc4c(c3)OCO4)C1=C[C@H](C(C)(C)C)O[C@@H]2C
. | . | . | . | -6 | . | . | COC(=O)c1ccc(N)c2c(N)ccc(C(=O)OC)c12
. | . | . | . | -10 | . | . | O=C(N[C@H](c1cccc(Br)c1)[C@@H]1CCCC=C1c1ccccc1)C(F)(F)F
. | . | . | . | -4 | . | . | COC(=O)Cc1nnn2c1[C@H](C)[C@@H](OC)c1cccc(Cl)c1-2
. | . | . | . | -6 | . | . | CN1CCN(Cc2c(O)ccc3cc(Br)ccc23)CC1
. | . | . | . | -12 | . | . | COCCN1Cc2cc(C(=O)OC)c3c(c2C1=O)c1cc(OC)ccc1n3S(=O)(=O)c1ccc(C)cc1
. | . | . | . | -7 | . | . | COC(=O)c1cc2c(c3c4cc(C)ccc4n(S(=O)(=O)c4ccc(C)cc4)c13)C(=O)N(Cc1ccccc1)C2
-7 | . | . | -1 | . | . | . | CCC(C)Sc1ccc(-c2nc3ccc(C)cn3c2NC2CCCCC2)cc1 (stereo unspecified)
5 | . | . | 3 | . | . | . | C[C@@H]1NC(=O)c2cc([N+](=O)[O-])cc(I)c2NCCCC[C@@H](C(N)=O)NC(=O)[C@H](CC(N)=O)NC1=O
-4 | . | . | -1 | . | . | . | CCN1C(=NCCc2cccnc2)N[C@@H](c2ccccc2)C(C(=O)OC)=C1C
. | 3 | . | . | . | 0.1 | . | CC(C)NC(=O)C1(C)CN(S(C)(=O)=O)CC(=O)N1Cc1cccc(C(F)(F)F)c1 (stereo unspecified)
. | -3 | . | . | . | 0.1 | . | COC(=O)/C=C1\OCc2ccccc21
. | 2 | . | . | . | 0.2 | . | CCCCOCCCNC(=O)C[C@@H]1C[C@@]2(C(=O)OC)CCCCC=C2N(CCc2ccc(OC)c(OC)c2)C1=O
. | 2 | . | . | . | 0.1 | . | Cc1csc(-c2nc3ccccc3n2C(C)c2nc3ccccc3[nH]2)c1 (stereo unspecified)
. | 0 | . | . | . | 0.0 | . | CC(=O)C[C@@H]1OC[C@H](C)N1S(=O)(=O)c1ccc(C)cc1
. | -4 | . | . | . | 0.0 | . | CC(=O)N1c2ccccc2N=C(c2ccc(C(F)(F)F)cc2)C1C(=O)NC1CCCC1 (stereo unspecified)
. | -9 | . | . | . | 0.0 | . | COc1ccccc1-c1ncn(Cc2cccc(-c3ccccc3)c2)c1-c1ccco1
. | 1 | . | . | . | 0.6 | . | CC(C)C(C(=O)NCc1ccccc1)N(C)Cc1ccc(Cl)c(Cl)c1 (stereo unspecified)
. | -5 | . | . | . | -0.1 | . | CCCCNC(=O)c1nc(-c2ccc(C(F)(F)F)cc2)oc1-c1ccccc1
. | 2 | . | . | . | 0.0 | . | COc1ccc(C(C(=O)NC(C)(C)C)n2c(COc3ccc(C)cc3)nc3ccccc32)cc1 (stereo unspecified)
. | -5 | . | . | . | 0.0 | . | COC(=O)[C@@]12C[C@@H](CC(=O)N3CCCCC3)C(=O)N(Cc3cccc4ccccc34)C1=CCC(C)(C)C2
. | -5 | . | . | . | 0.4 | . | O=C1C=C(OCCF)CC(c2cccc([N+](=O)[O-])c2)O1 (stereo unspecified)
. | . | 1 | . | -5 | . | . | Cc1ccccc1C(=O)Oc1ccc(Sc2ccc(O)cc2)cc1
. | . | -1 | . | -3 | . | . | COc1ccc(S(=O)(=O)N2CCN(C(=O)COc3ccc4c(C)cc(=O)oc4c3)CC2)cc1
. | . | 3 | . | -5 | . | . | COc1ccccc1Oc1c(C)oc2c(CN3CCN(CCO)CC3)c(O)ccc2c1=O
. | . | 7 | . | -7 | . | . | O=C1C=CC(=O)C(C2=C3C(=O)N(CCc4ccccc4)CC(=O)N3CCC2)=C1
. | 0 | . | . | . | 0.8 | 96 | Nc1nc2cc(Cl)ccc2cc1C(=O)NCCCc1ccccc1
. | 6 | . | . | . | -0.1 | 91 | O=S1(=O)CC(N2CCSCC2)CN1Cc1cn(Cc2cccc(Cl)c2)nn1 (stereo unspecified)
. | -6 | . | . | . | -0.1 | 134 | COc1ccccc1Cc1c(-c2ccc(C#N)cc2)nc2c(Cl)cc(C(F)(F)F)cn12
. | 0 | . | . | . | 0.0 | 97 | C[C@@H]1COc2cccc(N3CCSCC3)c2S(=O)(=O)N1
. | 1 | . | . | . | 7.6* | 97 | CCC(c1nnnn1-c1c(C)cccc1C)N1CCN(c2ccc(C(F)(F)F)cc2[N+](=O)[O-])CC1 (stereo unspecified)
-3 | . | . | -3 | 14 | . | . | CC(C)(C)OC(=O)N1CCC(CC2CC(c3cccc(Br)c3)=NO2)(C(=O)NCC2CCCCC2)CC1 (stereo unspecified)

Grouped by structure: the compounds so far containing a furan ring, fused or not (2)
PDI inh | HTR2A ag | Vif imaging | N-glyco inh | CaV13 FRET inh | aDG glyco act | ABCB6 inh MLPCN | Molecule
. | . | . | . | -5 | . | . | COc1ccc(C#Cc2c(-c3ccccc3OC)oc3ccccc23)cc1
. | -9 | . | . | . | 0.0 | . | COc1ccccc1-c1ncn(Cc2cccc(-c3ccccc3)c2)c1-c1ccco1

Compounds above that have a tert-butyl group, in the order listed:
PDI inh | HTR2A ag | Vif imaging | N-glyco inh | CaV13 FRET inh | aDG glyco act | ABCB6 inh MLPCN | Molecule
. | . | . | . | -8 | . | . | COC(=O)[C@]12C[C@H](CC(=O)NCc3ccc(OC)c(OC)c3)C(=O)N(Cc3ccc4c(c3)OCO4)C1=C[C@H](C(C)(C)C)O[C@@H]2C
. | . | . | . | -8 | . | . | CC(C)(C)OC(=O)N[C@H]1C=C[C@@H](CC(=O)OCC(F)(F)F)C1
. | . | . | . | -10 | . | . | COC(=O)[C@]12C[C@H](CC(=O)N3CCOCC3)C(=O)N(Cc3ccc4c(c3)OCO4)C1=C[C@H](C(C)(C)C)O[C@@H]2C
. | 2 | . | . | . | 0.0 | . | COc1ccc(C(C(=O)NC(C)(C)C)n2c(COc3ccc(C)cc3)nc3ccccc32)cc1 (stereo unspecified)
-3 | . | . | -3 | 14 | . | . | CC(C)(C)OC(=O)N1CCC(CC2CC(c3cccc(Br)c3)=NO2)(C(=O)NCC2CCCCC2)CC1 (stereo unspecified)

The results go on:
PDI inh | HTR2A ag | Vif imaging | N-glyco inh | CaV13 FRET inh | aDG glyco act | ABCB6 inh MLPCN | Molecule
-6 | . | . | -7 | -10 | . | . | Clc1ccc(C2[C@H]3CN(Cc4cccnc4)[C@H](c4ccccc4)C34CC2(c2ccccc2)C4)cn1 (stereo partly specified)
. | 9 | . | . | -6 | 0.2 | . | CO[C@@H]1CN(C)C(=O)c2ccc(NC(=O)c3ccccc3F)cc2OC[C@@H](C)N(CC2CCOCC2)C[C@@H]1C
. | -1 | . | . | -8 | 0.9 | . | CCCCCCCCN1C(=O)[C@H](CC(=O)NCCc2ccccc2OC)C[C@@]2(C(=O)OCC)CCC=C12
. | 2 | . | . | -10 | -0.2 | . | Cc1cccc(C)c1NC(=O)C(C1CC1)n1c(-c2ccc(=O)[nH]c2)nc2ccccc21 (stereo unspecified)
. | -4 | . | . | -10 | -0.1 | . | CCOC(=O)CC1(CCc2ccccc2)Oc2ccccc2O1
. | 1 | . | . | -4 | -0.4 | . | O=C(NCc1ccccc1)C(c1cccc2ccccc12)n1c(=O)c(-c2ccccc2)nc2ccccc21 (stereo unspecified)
. | -4 | . | . | -6 | 8.6* | . | CC1(C(=O)Nc2ccc3c(c2)OCCO3)CSCC(=O)N1C1CC1 (stereo unspecified)
. | 3 | . | . | -4 | -0.2 | . | O=C(C[C@@H]1C=C[C@@H](NC(=O)C2CC2)[C@@H](CO)O1)NCc1ccccc1Cl
. | -7 | . | . | -12 | -0.1 | . | O=C(NC1CCCCC1)C(c1ccccc1F)n1c(=O)c(-c2ccco2)nc2ccccc21 (stereo unspecified)
